High-throughput results (PubChem)
KOR beta-arrestin-1: kappa opioid receptor activators – cell-based, luminescence, uHTS, primary screen (AID 1777); KOR beta-arrestin recruitment, luminescence; higher % means a stronger effect; 0.02% of 280,000 active; activation, % at 10 µM, or EC50 in µM where a hit was titrated; in the data active = activation above about 50%, passing the limit was not always enough; note: a part of the inactive calls stands beside numbers as strong as those of hits
NOD1 NF-kB reporter: inhibition of NOD1-driven NF-kB reporter – cell-based, luminescence, uHTS, primary screen (AID 1578); 1% of 290,000 active; one-dose inhibition, % at 4 µM; EC50 in µM for titrated hits; NOD1-driven NF-kB luciferase reporter cells, luminescence; higher % means a stronger effect; in the data active = inhibition mostly above about 36%, no sharp cut-off; inactive = mostly below about 34%;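 note: HEK-293T reporter cells stimulated with the NOD1 agonist gamma-tri-DAP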
TNAP activators: human TNAP enzyme activators, primary screen, biochemical, luminescent, no phosphate acceptor, uHTS (AID 1001) | purified TNAP, luminescent activation assay, no phosphate acceptor; higher activation fold means a stronger effect | one-dose activation fold at 20 µM; EC50 in µM for titrated hits | 0.03% of 200,000 active; in the data active = activation fold from about 3, or a potency from the dose series; inactive = the rest, 99 in 100 with activation fold below about 1.6; note: many of its hits are not listed in these tables
NOD2 inhibition: NOD2 signaling inhibitors, cell-based, luminescence, uHTS, HEK293 (AID 1566). HEK293 NOD2/NF-kB luciferase reporter, luminescence; higher % means a stronger effect. one-dose inhibition, % at 4 µM; EC50 in µM for titrated hits. 0.63% of 290,000 active; note: many of its hits are not listed in these tables
NTR1 ag: NTR1-driven beta-arrestin-GFP spot formation – imaging, U2OS cells, high content, primary screen (AID 493036). P30989. agonist mode. activation, % at 20 µM. 0.17% of 330,000 active;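 active = activation at or above 40% of the spot to cytoplasm intensity ratio, with at least 20 cells analyzed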;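 note: 0% = DMSO without peptide and 100% = 100 nM NTR1 peptide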
Target sequence (P30989 whole entry, looked up): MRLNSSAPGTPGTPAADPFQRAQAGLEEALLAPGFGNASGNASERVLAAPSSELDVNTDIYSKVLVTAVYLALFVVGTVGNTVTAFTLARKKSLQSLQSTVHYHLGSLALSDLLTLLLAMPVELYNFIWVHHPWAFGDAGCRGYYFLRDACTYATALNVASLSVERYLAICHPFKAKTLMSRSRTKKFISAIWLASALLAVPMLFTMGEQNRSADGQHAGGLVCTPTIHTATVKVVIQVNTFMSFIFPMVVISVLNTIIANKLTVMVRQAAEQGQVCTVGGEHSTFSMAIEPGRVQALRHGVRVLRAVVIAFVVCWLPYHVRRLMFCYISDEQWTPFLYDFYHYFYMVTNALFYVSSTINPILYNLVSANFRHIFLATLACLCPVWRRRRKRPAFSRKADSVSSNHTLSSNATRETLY
ER stress rescue: protection against thapsigargin-triggered cell killing – 384-well, CSM14.1, ATP luminescence, primary screen (AID 1222); CSM14.1 thapsigargin-induced death rescue, ATP luminescence; higher % means a stronger effect; cellular ATP content (survival), % at 20 µM; hits with a dose series show EC50 in µM; 190,000 tested, under 10 active;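 active = EC50 below 50 µM in the dose-response confirmation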;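 note: death triggered by thapsigargin at about 15 µM added after 2 h compound pretreatment; cell ATP read after overnight thapsigargin exposure of roughly 18 to 22 hours; normalized against plate controls of thapsigargin alone and 5% DMSO vehicle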
KOR beta-arrestin-2: kappa opioid receptor blockers – cell-based, luminescence, uHTS (AID 1778); 0.091% of 290,000 active; KOR beta-arrestin recruitment, luminescence, antagonist mode; higher % means a stronger effect; inhibition, % at 10 µM, or IC50 in µM where a hit was titrated; note: strong numbers were not always called active
Yfh1-off respiration: enhancers of respiration in Yfh1-depleted yeast, dose response, Friedreich's ataxia, plus single-dose screen (AID 1465). S. cerevisiae Yfh1-off respiration, WST-1 reduction, 72 h; higher fold induction means a stronger effect. one-dose fold induction at 50 µM; EC50 in µM for titrated hits. 0.074% of 220,000 active;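 active = fold induction of absorbance versus untreated yeast above a set limit, then at least 30% activation at any dose in follow-up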;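 note: activators that raise dye reduction in frataxin-depleted yeast; strong numbers were not always called active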
GPR55 beta-arrestin: GPR55 agonists via beta-arrestin recruitment, primary screen, imaging, U2OS cells, beta-arrestin-GFP redistribution (AID 1961) | U2OS GPR55 beta-arrestin-GFP redistribution imaging; higher % means a stronger effect | one-dose activation, % at 10 µM; EC50 in µM for titrated hits | 0.048% of 290,000 active;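 active = activation above 40% with more than 50 cells counted in the well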;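 note: U2OS osteosarcoma cells stably expressing GPR55 and beta-arrestin-GFP; plate controls were DMSO negative control for no effect and LPI positive control for full effect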
NTR1 ag cell count 20 µM: also measured in NTR1 ag; calls as there; cell count; measured here: cell count, cytotoxicity flag
Numbers without * were called inactive; i = inactive; nt = no result given; [ ] = another dose, or the depositor's remark. Cut-off read from the data, not from the text of the source, unless noted: active = inhibition above about 50%; inactive = the rest. A portion of the library. The share of hits here may be higher or lower than overall.

entry	Structure	KOR beta-arrestin-1	NOD1 NF-kB reporter	TNAP activators	NOD2 inhibition	NTR1 ag	NTR1 ag cell count 20 µM	ER stress rescue	KOR beta-arrestin-2	Yfh1-off respiration	GPR55 beta-arrestin
1	O=C(NCc1nnc2c(C(F)(F)F)cc(Cl)cn12)C1CCCC1	-0.9%	-24.3%	nt	6.7%	0.8	64	nt	-35.0%	nt	-0.2%
2	CC(C)C(NC(=O)c1ccccc1NC(=O)c1ccccc1)C(=O)NNC(=O)c1ccncc1 (stereo not drawn)	7.6%	-33.3%	nt	-0.4%	2.3	47	nt	-1.8%	nt	-0.2%
3	CC(C)(C)C1CCc2onc(C(=O)Nc3cnn(Cc4ccc(F)cc4)c3)c2C1 (stereo not drawn)	4.4%	-16.7%	1.1	7.3%	11.5	59	-3.3%	-37.1%	i	0.5%
4	CC1CCN(C(=O)CSc2nc(N)c3c4c(sc3n2)CN(C)CC4)CC1	-12.3%	1.4%	1.1	-0.5%	nt	nt	1.8%	1.5%	i	-0.2%
5	COc1ccccc1NC(=O)COC(=O)c1c[nH]c(=O)[nH]c1=O	-0.8%	-1.3%	nt	4.5%	0.1	65	nt	8.4%	i	-0.1%
6	O=C(CNC(=O)[C@@H]1Cc2ccccc2CN1)Nc1ccc2c(c1)OCCO2	5.0%	-36.3%	nt	-4.2%	1.5	49	nt	-16.9%	nt	-0.2%
7	O=C(CNC(=S)N(CCCN1CCOCC1)Cc1cccs1)N1CCOCC1	3.5%	-0.9%	1.1	12.5%	2.1	45	-2.1%	9.9%	i	0.2%
8	CCOC(=O)CSc1cc(CS(=O)c2ccc(Cl)cc2)nc(-c2ccccc2)n1 (stereo not drawn)	-0.3%	-7.2%	1	-17.9%	4.3	74	9.9%	-13.0%	i	-0.1%
9	Cc1cccc(C)c1NC1=NC(C)(C)N=C(N)N1	-3.3%	-6.5%	1.1	-8.2%	-2.0	68	2.6%	-6.1%	i	-0.1%
10	O=C(C1c2ccccc2C(=O)N2CCc3ccccc3C12)N1CCN(Cc2ccccc2)CC1 (stereo not drawn)	1.4%	-9.9%	1.1	1.2%	-1.7	61	-2.2%	0.0%	i	-0.3%
11	COc1cccc(C(=O)n2c(SC)nc3cc4c(cc32)OCCO4)c1	-2.5%	-7.9%	1.1	-5.6%	2.0	51	-2.5%	15.6%	i	-0.1%
12	CCC(C(=O)NCCc1c[nH]c2ccc(C)cc12)c1ccccc1 (stereo not drawn)	0.0%	-12.1%	nt	-4.7%	2.5	81	nt	-13.8%	nt	-0.1%
13	C=CCN=C(CC)C1=C(O)CCCC1=O	-4.9%	4.9%	1.1	-2.1%	-0.6	38	-1.1%	nt	i	1.9%
14	O=C(NC(=S)NCc1nc2ccccc2[nH]1)c1ccccc1F	-0.8%	-17.9%	1.4	-15.6%	1.5	36	2.5%	-9.7%	i	-0.2%
15	N#CCCCSc1nnc(-c2ccc(Cl)cc2)n1-c1ccccc1	-10.3%	16.5%	1.1	4.2%	0.4	52	-0.2%	6.7%	i	-0.2%
16	COc1cccc(OC)c1C(=O)NC(=S)Nc1ccc2c(c1)OCCO2	0.0%	-53.1%	1.1	-9.4%	-0.6	89	-1.2%	0.9%[20 µM]	i	0.2%
17	O=C(Nc1ccc(-c2nc3cccnc3s2)cc1)c1ccc(Br)o1	-3.9%	-22.9%	1.1	-14.6%	7.8	61	-1.4%	8.2%	i	0.3%
18	COc1cc(OC)cc(C(=O)N/N=C/c2ccc(OC)c(COc3ccc4ccccc4c3)c2)c1	6.1%	-7.0%	1	-14.6%	-0.1	46	-0.7%	-19.6%	nt	-0.1%
19	O=C1CC(N2CCN(Cc3ccc4c(c3)OCO4)CC2)C(=O)N1c1cccc2ccccc12 (stereo not drawn)	nt	-10.9%	1.1	-2.7%	3.4	53	-0.2%	-33.3%[20 µM]	i	0.2%
20	COc1ccc(-n2cnc3cc([N+](=O)[O-])ccc32)cc1	nt	-22.1%	1	-67.4%	nt	nt	3.8%	11.4%[20 µM]	i	-0.1%
21	O=C(NCCSc1ccc(Br)cc1)c1ccc2nc[nH]c2c1	-1.0%	-38.2%	nt	9.2%	1.3	63	nt	-27.3%	nt	0.3%
22	O=S(=O)(Nc1ccc2cn[nH]c2c1)c1ccccc1	-0.5%	1.0%	1.1	25.5%	-1.6	65	2.0%	14.5%	i	1.6%
23	C=CCSc1nnc2nc3[nH]c4c(C)cccc4c3nn12	2.4%	-13.7%	1	-39.2%	4.6	62	0.1%	-6.7%	i	0.3%
24	COc1ccc(Cl)cc1C(=O)Nc1ccc(S(=O)(=O)N2CCCC2)cc1	3.6%	-6.4%	1	-1.0%	3.2	86	-1.7%	-14.9%	nt	-0.1%
25	COc1ccc(-c2cc(C(F)(F)F)n3ncc(C(=O)O)c3n2)cc1OC	-1.3%	1.0%	1.1	12.5%	-0.2	55	-0.4%	-9.4%	i	-0.2%
26	Cc1ccc(C(C(=O)NC2CCCCC2)N2CCCC2)cc1 (stereo not drawn)	2.3%	19.0%	0.9	-5.3%	1.4	62	-3.5%	-12.0%	i	-0.2%
27	CN(Cc1ccccc1)C(=O)COc1cc(=O)n(C)c2ccccc12	-5.2%	-18.9%	0.7	10.5%	2.8	82	2.0%	-11.8%	i	-0.1%
28	O=C(CNC(=O)/C=C/c1ccccc1)N=Nc1c(O)n(Cc2ccccc2)c2ccccc12	10.5%	-3.0%	1.1	11.9%	5.1	102	3.9%	17.2%	i	-0.2%
29	CCOCCCNC(=O)CN1C(=O)c2cccc3cccc1c23	-0.3%	-6.1%	nt	2.1%	0.7	72	nt	0.4%	nt	0.3%
30	Cc1ccc(S(=O)(=O)N2CCN(C(=S)NCc3ccc4c(c3)OCO4)CC2)cc1	-4.3%	-7.2%	1.1	-1.1%	2.7	59	0.7%	-15.9%	i	0.0%
31	O=C(CCC1CCCC1)N1CCN(C(=O)C2CC2)CC1	0.1%	-27.2%	1.2	-0.6%	2.0	49	-2.2%	25.1%	i	-0.1%
32	COc1cccc(CC(=O)Nc2nc(-c3cc(OC)ccc3OC)cs2)c1	3.0%	-16.9%	1.1	-0.2%	1.7	37	-0.3%	-2.3%	i	-0.2%
33	COc1ccc(NC(=O)CN(C)C(=O)c2cc3c(s2)CCC(C)C3)cc1 (stereo not drawn)	-2.8%	6.6%	nt	5.6%	0.5	51	nt	-12.2%	nt	-0.1%
34	O=S(=O)(NCCc1ccccc1F)c1cccc(S(=O)(=O)N2CCOCC2)c1	3.2%	6.0%	1.1	2.5%	1.5	50	0.5%	-24.7%	i	-0.2%
35	O=S(=O)(c1cccs1)N1CCN(c2ccccn2)CC1	-0.1%	-3.1%	1	21.9%	1.9	52	0.1%	-8.6%	i	0.1%
36	O=C(O)c1ccc(COc2ccccc2/C=C2/NC(=O)N(c3cccc(Cl)c3)C2=O)cc1	6.3%	-36.4%	1.1	10.0%	4.2	51	10.6%	-2.5%	i	0.1%
37	Nc1cc(N)nc(SCC(=O)NNC(=O)Cc2ccccc2)n1	-1.3%	-12.5%	1.1	-3.6%	-1.3	44	-0.5%	-7.5%	i	0.7%
38	CNc1c(N)n(Cc2ccccc2)c(=O)[nH]c1=O	1.8%	8.0%	1	-2.5%	1.7	57	0.3%	-52.5%	i	-0.1%
39	COc1ccc(C2(C(=O)NCCc3ccccc3)CCCC2)cc1OC	-2.1%	-8.7%	nt	-11.5%	-1.3	35	nt	-19.8%	nt	0.3%
40	Cc1ccccc1OCc1n[nH]c(=S)n1Cc1ccccc1	2.8%	-16.0%	0.9	3.7%	3.6	60	1.8%	-4.8%	i	0.2%

Part of the list above, with two lines to a compound:
Order of results: KOR beta-arrestin-1, NOD1 NF-kB reporter, TNAP activators, NOD2 inhibition, NTR1 ag, NTR1 ag cell count 20 µM, ER stress rescue, KOR beta-arrestin-2, Yfh1-off respiration, GPR55 beta-arrestin
(19) O=C1CC(N2CCN(Cc3ccc4c(c3)OCO4)CC2)C(=O)N1c1cccc2ccccc12 (stereo not drawn)
    nt, -10.9%, 1.1, -2.7%, 3.4, 53, -0.2%, -33.3%[20 µM], i, 0.2%
(20) COc1ccc(-n2cnc3cc([N+](=O)[O-])ccc32)cc1
    nt, -22.1%, 1, -67.4%, nt, nt, 3.8%, 11.4%[20 µM], i, -0.1%

The list goes on.
entry	Structure	KOR beta-arrestin-1	NOD1 NF-kB reporter	TNAP activators	NOD2 inhibition	NTR1 ag	NTR1 ag cell count 20 µM	ER stress rescue	KOR beta-arrestin-2	Yfh1-off respiration	GPR55 beta-arrestin
41	O=C(CSc1nnc(-c2ccc(Cl)cc2)n1-c1ccc(Cl)cc1)N/N=C/c1ccccc1C(=O)O	5.0%	3.0%	nt	22.6%	-0.1	49	nt	-4.6%	i	-0.2%
42	O=S(=O)(c1cccs1)N1CCN(c2cccc(Cl)c2)CC1	-2.2%	-22.8%	nt	-16.1%	1.0	53	nt	8.3%	nt	0.4%
43	O=C(C1CSC2(c3ccc(F)cc3)CCC(=O)N12)N1CCCCCC1 (stereo not drawn)	-4.3%	9.8%	1.1	9.8%	-0.8	75	2.2%	19.1%	i	-0.1%
44	O=C(Nc1cccc(O)c1)c1cccc(NC(=O)c2cccs2)c1	-2.8%	-24.3%	nt	16.4%	-0.8	29	nt	-10.8%	nt	0.2%

Copied from the list:
no. 41 in NOD2 inhibition is entered as 22.6%
no. 43 in NTR1 ag is entered as -0.8
no. 44 in KOR beta-arrestin-1 is entered as -2.8%

For reference, three of the compounds above.
entry	Structure	KOR beta-arrestin-1	NOD1 NF-kB reporter	TNAP activators	NOD2 inhibition	NTR1 ag	NTR1 ag cell count 20 µM	ER stress rescue	KOR beta-arrestin-2	Yfh1-off respiration	GPR55 beta-arrestin
40	Cc1ccccc1OCc1n[nH]c(=S)n1Cc1ccccc1	2.8%	-16.0%	0.9	3.7%	3.6	60	1.8%	-4.8%	i	0.2%
41	O=C(CSc1nnc(-c2ccc(Cl)cc2)n1-c1ccc(Cl)cc1)N/N=C/c1ccccc1C(=O)O	5.0%	3.0%	nt	22.6%	-0.1	49	nt	-4.6%	i	-0.2%
42	O=S(=O)(c1cccs1)N1CCN(c2cccc(Cl)c2)CC1	-2.2%	-22.8%	nt	-16.1%	1.0	53	nt	8.3%	nt	0.4%
